Source: PubChem
NR3A LBD binder = NR3A (human) ligand-binding domain modulation | NR3A LBD differential scanning fluorimetry, Tm shift; 0% = protein alone, 100% = glycine-bound protein | Tm shift relative to glycine control, % at 25 µM | 340,000 compounds, 2.5% hits | AID 1259313;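 active means melting temperature shift of at least 10% of the positive control shift, at one fixed dose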
CCR6 antagonist = CCR6 (human) receptor antagonism; P51684; CHO-K1 CCR6 PathHunter beta-arrestin, luminescence, CCL20-stimulated; inhibition, % at 20 µM; 340,000 compounds, 0.49% hits; AID 493098;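 active means compounds whose inhibition of the agonist-driven luminescence signal at 20 µM reaches about 50%, limit read from the data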;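 further: cells stimulated with CCL20 at 14 nM final; plate controls were DMSO with CCL20 for no effect and DMSO without agonist for full effect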
MPTP block = blocks calcium-induced mitochondrial swelling; isolated mouse mitochondria, Ca2+ swelling absorbance, 30 min; 360,000 compounds, 1.4% hits; inhibition, % at 10 µM; AID 602449;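 active means inhibition of 50% or more, scaled per plate between neutral and stimulator controls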;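 further: 0% = DMSO wells given calcium and 100% = 1 mM EGTA wells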
A3G deaminase = blocks human APOBEC3G single-stranded DNA deamination. Q9HC16. recombinant A3G, ssDNA deamination FAM/TAMRA fluorescence. inhibition, % at 20 µM. 330,000 compounds, 0.28% hits;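 active means inhibition of at least 40% at 20 µM, with no more than 30% in the related APOBEC3A deaminase screen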;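 further: plate controls were DMSO wells with A3G for no effect and wells lacking A3G enzyme for full effect; some compounds called inactive have numbers as strong as hits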
EBI2 antag = blocks human EBI2 receptor beta-arrestin signaling; EBI2 beta-arrestin recruitment, luminescence, 7a,25-OHC stimulated; inhibition, % at 5 µM; 360,000 compounds, 0.81% hits; in the data active means inhibition above about 38%;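 further: enzyme fragment complementation signal reports receptor beta-arrestin coupling in cells; 0% = agonist plus DMSO wells and 100% = wells without agonist; some results beyond the cut were filed as inactive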
Target sequence (P32249 whole entry, looked up, the tested form may be a part): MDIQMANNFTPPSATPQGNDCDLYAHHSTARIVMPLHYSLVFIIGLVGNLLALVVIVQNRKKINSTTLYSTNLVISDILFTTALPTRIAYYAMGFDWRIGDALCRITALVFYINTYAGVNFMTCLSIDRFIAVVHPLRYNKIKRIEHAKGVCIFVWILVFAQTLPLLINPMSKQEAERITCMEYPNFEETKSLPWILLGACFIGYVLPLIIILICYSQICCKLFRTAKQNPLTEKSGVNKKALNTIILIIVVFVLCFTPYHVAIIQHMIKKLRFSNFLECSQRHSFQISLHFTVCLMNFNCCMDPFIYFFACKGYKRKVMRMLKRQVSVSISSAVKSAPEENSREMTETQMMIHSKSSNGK
Gli-Sufu antag = blocks Gli-Sufu signaling in a luciferase reporter | inhibition, % at 5 µM | 340,000 compounds, 0.74% hits | Sufu-KO-LIGHT fibroblasts, Gli luciferase reporter luminescence | AID 588413;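 active means inhibition above about 55%, limit read from the data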;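 further: 0% = DMSO-treated cells and 100% = wells with medium but no cells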
A3A deaminase = blocks human APOBEC3A ssDNA deamination. inhibition, % at 20 µM. P31941. recombinant A3A, FAM/TAMRA ssDNA deamination fluorescence. 330,000 compounds, 0.41% hits. AID 493011;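 active means at least 40% inhibition at 20 µM here, with at most 30% in a related deaminase screen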;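 further: plate controls were A3A with DMSO for no effect and wells lacking A3A enzyme for full effect; some results filed as inactive read as strong as hits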
Target sequence (P31941 whole entry, looked up): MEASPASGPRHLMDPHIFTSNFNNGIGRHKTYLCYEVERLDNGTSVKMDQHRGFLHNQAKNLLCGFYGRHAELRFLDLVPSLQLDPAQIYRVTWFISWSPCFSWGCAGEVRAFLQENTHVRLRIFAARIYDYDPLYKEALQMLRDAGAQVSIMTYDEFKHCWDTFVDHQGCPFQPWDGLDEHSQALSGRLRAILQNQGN
CXCR6 block = blocks human CXCR6 beta-arrestin recruitment | CHO-K1 PathHunter CXCR6 beta-arrestin, luminescence | inhibition, % at 20 µM | 360,000 compounds, 0.36% hits | AID 602244; in the data active means inhibition above about 34%, passing the limit was not always enough;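 further: antagonist mode with CXCL16 agonist at 10 nM final; 0% = 10 nM CXCL16 with DMSO and 100% = unstimulated wells without agonist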
Target sequence (O00574 whole entry, looked up): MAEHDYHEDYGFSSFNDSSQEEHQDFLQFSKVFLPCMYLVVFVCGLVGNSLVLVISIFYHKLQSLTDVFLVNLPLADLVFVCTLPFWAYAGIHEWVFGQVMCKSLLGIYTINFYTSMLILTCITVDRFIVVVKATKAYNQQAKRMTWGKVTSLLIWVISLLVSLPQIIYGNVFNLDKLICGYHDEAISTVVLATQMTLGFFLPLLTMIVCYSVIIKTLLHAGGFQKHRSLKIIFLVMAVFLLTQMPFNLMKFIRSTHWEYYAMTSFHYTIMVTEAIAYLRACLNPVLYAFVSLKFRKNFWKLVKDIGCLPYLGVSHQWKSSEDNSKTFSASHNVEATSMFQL
* hit, by the source's call; · = not tested or not shown.

SMILES	NR3A LBD binder	CCR6 antagonist	MPTP block	A3G deaminase	EBI2 antag	Gli-Sufu antag	A3A deaminase	CXCR6 block
COc1ccc(C(=O)NCC(=O)OCC(=O)NC2CCCCCC2)cc1OC	7.8	0.1	-1.2	-6.9	-4.1	0.8	-3.2	4.5
Cc1ccc(S(=O)(=O)CCC(=O)OCc2nc(N)nc(Nc3ccccc3C)n2)cc1	5.4	-3.7	-1.5	-8.1	4.8	-5.1	-3.9	-0.4
O=C(NNC(=S)Nc1ccccc1)c1cccnc1	1.7	20.1	-0.4	7.9	-16.3	6.2	-4.9	14.4
Cc1nc(NC(=O)c2ccncc2)sc1C(=O)N(C)C	-0.9	-3.6	-0.8	6.1	-6.9	-11.3	1.0	2.4
Cc1noc(C)c1C(=O)Nc1nc2ccc(F)cc2s1	-0.3	5.4	1.2	13.1	-9.9	-63.7	20.5	-2.8
CC(=O)c1ccc(NC(=S)N2CCCC(C(F)(F)F)C2)cc1 (centres undefined)	0.1	-8.1	0.0	-5.6	9.3	11.6	0.5	-4.4
COc1ccc(C(=O)NC(C)c2ccc(-n3ccnc3)cc2)cc1[N+](=O)[O-] (centres undefined)	-0.9	12.9	-1.0	-5.6	-2.5	17.6	3.9	-5.0
COc1cccc2cc(S(=O)(=O)c3ccc(C)cc3)/c(=N/NS(=O)(=O)c3ccc(C)cc3)oc12	2.2	17.7	0.0	-4.1	12.1	22.6	2.6	26.9
Cc1ccc(NC(=O)COC(=O)COc2ccc(Cl)cc2)c([N+](=O)[O-])c1	-2.1	-0.4	1.4	-4.6	0.7	-5.2	-7.7	-9.8
CCCC(=O)N(Cc1cc2cccc(C)c2[nH]c1=O)c1ccccc1OC	-0.5	13.2	-0.8	-4.8	-3.0	12.1	0.1	0.5
CCC(CC)C(=O)N1CCN(Cc2ccc3c(c2)OCO3)CC1	-0.8	-0.9	22.1	-6.3	-0.1	-4.4	-3.6	2.9
CC1=CC2(O)OCCN(CCO)C2=CC1=O (centres undefined)	2.4	2.1	0.4	-5.5	-13.4	2.0	1.9	1.0
CCOc1ccccc1NC(=O)COC(=O)CSc1ccc(Cl)cc1	-7.2	-2.0	2.3	-4.1	-8.5	-2.9	-1.7	-19.8
Cc1ccc2c(c1)OC(=O)CC2c1ccccc1 (centres undefined)	0.7	19.4	-1.4	11.2	-0.8	-4.7	-0.1	-0.4
CC(=O)Oc1ccc2c(=O)c(/C=N/c3cc(=O)[nH]c(=S)[nH]3)coc2c1	-0.9	-11.3	1.5	1.8	-2.6	9.0	7.8	-7.1
CC(=O)Nc1cc2c(c([N+](=O)[O-])c1C)C(C)(C)CC2(C)C	-1.9	16.2	1.3	·	13.7	9.6	·	-2.6
COc1ccc(S(=O)(=O)NCC(c2cccnc2)N2CCN(Cc3ccccc3)CC2)cc1C (centres undefined)	0.7	10.7	-1.9	-8.3	7.3	20.8	-3.8	1.7
CS(=O)(=O)Nc1ccc(C2=NN(C(=O)c3ccco3)C(c3ccco3)C2)cc1 (centres undefined)	-0.9	11.8	-0.2	-4.3	-12.7	-15.5	1.9	-6.4
CC(C)c1nnc(NC(=O)C2CC(=O)N(CCc3ccc(F)cc3)C2)s1 (centres undefined)	-0.3	11.8	0.2	-14.1	10.4	-10.5	-3.5	-0.3
CCc1ccc(-c2cc3c(=O)n(CC(=O)N4CCCC4)nc(C)n3n2)cc1	-2.6	5.7	-0.5	-2.7	-2.6	-12.7	-2.6	-3.8
CN1CCN(C(=O)N(c2ccccc2)c2ccccc2)CC1	-1.5	-3.0	3.8	-9.2	-9.3	4.3	-3.4	-3.9
Cn1c(=O)c2c(nc(SCc3ccccc3F)n2C)n(C)c1=O	2.9	8.0	0.3	-4.3	-3.3	24.4	-3.0	-13.0
COc1cc(C(=O)OCc2ccc(C)cc2)cc(NC(=O)c2cccs2)c1OC	0.2	2.9	3.7	-5.0	14.8	1.8	-1.8	3.6
CCCc1cc(NC(=O)COC(=O)c2ccc(O)cc2O)n(-c2ccccc2)n1	-6.7	-3.5	0.5	-7.5	4.4	5.2	-3.7	-18.1
COC(=O)c1ccccc1NC(=O)c1cn(-c2ccc(C)c(C)c2)c(=O)c2ccccc12	-1.8	3.1	2.4	-7.2	-15.5	8.1	-1.7	17.2
CCOC(=O)C1CCN(C(=O)COc2ccc(C(=O)c3ccccc3)cc2)CC1	-3.9	4.2	-0.6	-4.4	-13.6	-8.0	-1.5	3.2
Cc1ccc(C(=O)NCCCn2ccnc2)o1	0.4	2.0	-0.9	-4.6	1.9	7.2	-3.8	3.9
COCCNc1nc2nonc2nc1N1C[C@H]2CC[C@H]1C2	1.2	-0.1	-0.4	-7.7	-1.1	2.2	-4.0	0.5
CCc1ccc(C(=O)N2CCN(c3ccc(NC(=O)c4cccnc4)cc3)CC2)cc1	0.2	0.0	0.1	-8.1	6.0	3.1	-0.8	-13.8
O=Cc1c(Cl)cccc1Cl	1.6	-1.2	-1.7	-6.8	0.5	13.4	-1.1	-1.6

Rewritten bar-delimited: three of the compounds above.
SMILES | NR3A LBD binder | CCR6 antagonist | MPTP block | A3G deaminase | EBI2 antag | Gli-Sufu antag | A3A deaminase | CXCR6 block
CS(=O)(=O)Nc1ccc(C2=NN(C(=O)c3ccco3)C(c3ccco3)C2)cc1 (centres undefined) | -0.9 | 11.8 | -0.2 | -4.3 | -12.7 | -15.5 | 1.9 | -6.4
Cn1c(=O)c2c(nc(SCc3ccccc3F)n2C)n(C)c1=O | 2.9 | 8.0 | 0.3 | -4.3 | -3.3 | 24.4 | -3.0 | -13.0
O=Cc1c(Cl)cccc1Cl | 1.6 | -1.2 | -1.7 | -6.8 | 0.5 | 13.4 | -1.1 | -1.6

(more compounds)
SMILES	NR3A LBD binder	CCR6 antagonist	MPTP block	A3G deaminase	EBI2 antag	Gli-Sufu antag	A3A deaminase	CXCR6 block
Cc1cc(NC(=O)CN2CCC(O)(c3cccc(F)c3)CC2)no1	1.7	-1.7	-1.6	-0.4	-2.8	23.8	1.8	-8.0
CC(Cc1cccs1)NC(=O)c1cccc(Cl)c1 (centres undefined)	0.5	13.6	4.2	-2.9	0.0	-42.2	-0.7	2.0
Cc1ccc2cc(C#N)c(N3CCCN(C(=O)c4cnccn4)CC3)nc2c1	-2.3	-12.9	-0.7	-8.6	0.5	-2.1	-2.3	-6.1
Cc1nonc1NC(=O)c1ccccc1Br	-3.9	9.2	-1.2	-5.5	-2.1	-0.6	-0.9	2.0
CN1CCCN(C(=O)c2c(F)cccc2Cl)CC1	1.8	9.0	0.4	-6.8	-11.5	-5.0	-6.3	1.3
CCOC(=O)C1=C(O)CCn2c1nc1ccccc12	-0.8	7.4	0.8	-0.8	2.9	-15.3	2.5	3.9
Cc1ccc(/C=N/n2c(C)nnc2C)cc1	-2.1	-9.8	-7.2	-3.1	9.1	20.6	-0.2	-5.5
COc1ccc(S(=O)(=O)NCCc2c[nH]c3ccc(C)cc23)cc1	3.8	5.3	6.5	-2.5	24.1	·	-5.6	-7.3
c1ccc(N2CCN(c3nc4cc5c(cc4s3)OCCO5)CC2)cc1	-1.2	4.5	4.2	-4.8	17.1	-148.6	-2.6	-3.8
COc1ccc(C(=O)OCC(=O)NCc2cccs2)c(OC)c1OC	0.2	7.9	0.3	0.2	4.2	3.0	0.0	0.4
CC(C)(C)NC(=O)c1cccc(NC(=O)c2ccco2)c1	-5.3	-27.7	-2.8	1.3	-0.9	-4.8	-1.9	-4.2
N#C/C(=C\c1cc2ccccc2nc1N1CCOCC1)C(=O)Nc1ccc(N2CCOCC2)cc1	-4.3	18.1	0.1	-8.2	-14.4	36.0	-2.5	9.0
CC(=O)Nc1cccc(/C(C)=N/N2C(C)CCCC2C)c1 (centres undefined)	0.0	8.0	0.2	-7.3	14.1	4.6	-0.1	-2.8
O=C(CSc1nnc(SCc2ccc(Cl)cc2)s1)c1ccc2c(c1)OCO2	0.9	20.4	1.1	0.0	-8.4	-3.0	1.6	-1.8
CN(C)CCCN(C(=O)c1ccco1)c1nc2ccc(F)cc2s1	-1.3	4.8	1.8	-7.3	1.9	7.0	-0.6	-6.9
Fc1ccc(N2CCN(c3nc(CN4CCOCC4)nc4scc(-c5ccccc5)c34)CC2)cc1	-3.1	17.9	3.6	-6.4	18.5	14.9	-3.1	15.6
Cn1nc(-c2ccccc2)c(/C=N/O)c1Cl	-0.2	2.1	0.0	-2.6	3.5	-0.9	-1.6	0.6
CC(Oc1ccc(Br)cc1Br)C(=O)Nc1cccnc1 (centres undefined)	-30.6	9.8	1.2	-3.8	-4.5	-7.0	-1.4	0.6
CC1CCN(c2nc3c(c(=O)[nH]c(=O)n3C)n2CC(C)CSc2nnnn2-c2ccccc2)CC1 (centres undefined)	-2.0	9.6	3.0	-8.5	12.8	27.2	-2.8	-0.7
O=C(NCCN1C(=O)S/C(=C/c2cccnc2)C1=O)c1cccs1	1.4	-5.0	-1.9	-4.2	-8.9	·	2.3	1.0
CC(C)NC(=O)Nc1ccc2c(c1)C(=O)N([C@H](C)CO)C[C@H](C)[C@@H](CN(C)C(=O)Nc1ccccc1)O2	1.9	2.9	1.2	-2.1	7.0	-18.1	-0.2	-1.8
COc1cccc(-n2nc3c(-n4ncc(C#N)c4N)nnc(C)c3c2C)c1	-1.0	2.7	0.2	-2.6	8.8	-0.4	5.6	-3.1
Cc1ccc(C(C)C)cc1OCCCCN1CCCC1	-3.2	0.2	-0.9	-0.9	0.0	4.1	-0.5	-17.3
CCCC(c1nnnn1C1CCCCC1)N1CCN(C(=O)c2ccco2)CC1 (centres undefined)	-0.6	23.9	-0.2	-4.4	3.9	-4.0	-0.6	1.3
CCOC(=O)C1=C(COC(=O)CNS(=O)(=O)c2ccc(C)cc2)NC(=O)NC1C (centres undefined)	0.2	-7.1	0.0	-2.7	-5.7	2.8	-0.1	4.3
Cc1ccc(C)c(NC(=O)CSc2sc3c(O)cc(=O)[nH]c3c2C#N)c1	-4.5	12.6	-0.6	19.3	4.8	15.3	16.7	-4.7
CCOc1ccc(S(=O)(=O)NCc2cccnc2)cc1NC(=O)c1ccccc1	1.4	4.2	0.1	·	-2.8	16.8	·	4.0
Cc1ccc(OCC(=O)NCc2cccs2)cc1	0.5	-9.2	1.8	1.6	10.3	-1.3	3.2	1.9
COc1ccc(Cl)cc1N1CC(c2nc3ccccc3[nH]2)CC1=O (centres undefined)	0.8	10.6	-0.9	-5.3	-0.4	9.8	1.7	3.9
CN1CCC(=NNC(=O)C(=O)Nc2ccc(F)cc2)CC1	-4.4	-2.7	-1.9	-7.8	3.4	-2.6	-1.9	1.2
O=C(NCCn1c(C(F)(F)F)nc2cc(C(F)(F)F)ccc21)[C@H]1CCCN1c1nc(CN2CCCCC2)cs1	-0.6	-7.3	0.0	-12.0	-2.9	7.8	-5.8	-4.0
O=C(N/N=C\c1ccncc1)c1ccc(Br)s1	-9.2	-4.0	-0.7	-5.6	1.8	-9.5	-1.0	-2.1
COc1ccc([N+](=O)[O-])cc1N(CC(=O)NC1CCCC1)S(C)(=O)=O	-2.0	2.1	-1.0	-8.8	8.6	1.6	-3.9	2.1
CCOc1cc(C(N)=O)cc(Br)c1OCC	0.3	-6.6	0.2	-5.0	-8.3	1.5	-4.8	-0.6
COC(=O)C1CCN(C(=O)CN2C(=O)NC(CC(C)C)C2=O)CC1 (centres undefined)	0.2	-0.4	1.1	-6.4	-9.4	-15.4	8.9	-1.7

Quoted at random: four entries already listed.
SMILES	NR3A LBD binder	CCR6 antagonist	MPTP block	A3G deaminase	EBI2 antag	Gli-Sufu antag	A3A deaminase	CXCR6 block
O=C(NCCn1c(C(F)(F)F)nc2cc(C(F)(F)F)ccc21)[C@H]1CCCN1c1nc(CN2CCCCC2)cs1	-0.6	-7.3	0.0	-12.0	-2.9	7.8	-5.8	-4.0
COC(=O)C1CCN(C(=O)CN2C(=O)NC(CC(C)C)C2=O)CC1 (centres undefined)	0.2	-0.4	1.1	-6.4	-9.4	-15.4	8.9	-1.7
O=C(N/N=C\c1ccncc1)c1ccc(Br)s1	-9.2	-4.0	-0.7	-5.6	1.8	-9.5	-1.0	-2.1
COc1ccc([N+](=O)[O-])cc1N(CC(=O)NC1CCCC1)S(C)(=O)=O	-2.0	2.1	-1.0	-8.8	8.6	1.6	-3.9	2.1
